A549 tox – counter-screen for Nrf2 inhibitors: cytotoxicity in A549 cells; A549 ARE-Fluc cells, CellTiter-Fluor viability, 18-24 h; Potency, µM (series often up to 46 µM), for the others: top-dose activity change, negative = cytotoxicity, most hits filed as inhibitors; actives 0.16% (n = 390,000); AID 504648; note: potency is the fitted concentration of half-maximal effect; % is set by controls: 0 for no effect and ±100 for the full control effect
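A549 ARE-Fluc cells in 5% FBS OPTI-MEM, 5000 cells/well, rested 2 h then exposed to compounds in concentration-response for 18-24 h at 37 °C. Viability by CellTiter-Fluor fluorescence (Ex 405/Em 525) after 30 min; luciferase luminescence (BugLite, 15 min, RT) read afterwards.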
Nrf2 inh – Nrf2 pathway inhibition | A549 ARE-Fluc reporter, luciferase luminescence, 18-24 h | Potency, µM (series often up to 46 µM), for the others: top-dose activity change, negative = inhibition, usual class: inhibitors | actives 2.1% (n = 360,000); note: potency is the fitted concentration of half-maximal effect; % is set by controls: 0 for no effect and ±100 for the full control effect; nearly all actives have a fitted effect of over 60% in size
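Nrf2 activity is the BugLite luminescence, read 15 min after reagent at room temperature, following CellTiter-Fluor cytotoxicity readout (30 min, 37C). Compound titrations were applied for 18-24 h to 5000 A549 ARE_Fluc cells/well in 5% FBS OPTI-MEM.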
Akt phos inh – inhibitors of Akt phosphorylation; actives 0.32% (n = 360,000); Neuro2A IGF-stimulated pAkt S473 HTRF, 20 min; active compounds read low; activity change, % for hits at 50 µM; AID 651550; in the data active = activity change below about -80%; inconclusive = mostly about -51% to -80%; note: % is set by controls: 0 for no effect and ±100 for the full control effect
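Single-point screen (50 µM final compound) in Neuro2A cells stimulated 20 min with 6 nM IGF at 37 deg C. After lysis, Ser473-phosphorylated Akt read by HTRF (ex 330 nm, em 615/665 nm) as the 665/615 ratio.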
CCT modulator – modulators of cytosolic chaperonin (CCT/TRiC) activity | purified chaperonin ATPase assay, HTRF ADP detection, 30 min | activity change, % (no concentration beside the values), hits read low | actives 0.3% (n = 360,000); in the data active = activity change below about -30%; note: % is set by controls: 0 for no effect and ±100 for the full control effect
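First, chaperonin was dispensed at 40 nM or 20 nM final depending on batch activity. Next, compounds were pinned at 76 uM and ATP added at 10 uM. After 30 min at 37 °C, ADP detection reagents ran 30 min at ambient temperature.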
TGFb inhibitor – TGF-b pathway inhibition; HepG2 CAGA-GFP TGF-b/SMAD3 reporter, GFP fluorescence, 18 h; TGF-beta stimulated, 500 pg/mL final; Potency, µM (titrated, usually from 46.1 µM), without a hit: at the top dose activity, negative = inhibition, actives largely listed as inhibitors; actives 1.2% (n = 410,000); AID 588855; note: potency is the fitted concentration of half-maximal effect; % is set by controls: 0 for no effect and ±100 for the full control effect; nearly all actives have a fitted effect of over 65% in size
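HEPG2 CAGA-GFP cells (1000/well, DMEM with 1% FBS) were pre-incubated 2 h at 37 degrees C, given compound by pin tool, then stimulated with TGF-beta at 500 pg/mL final for 18 h before per-cell GFP fluorescence imaging.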
Nrf2 ARE act – activators of Nrf2 (ARE) signaling. AREc32 ARE-luciferase reporter (MCF7-derived line), luminescence, 24 h. Potency, µM (series often up to 46.1 µM), for inactives: at the highest dose activation, most hits filed as activators. actives 0.31% (n = 410,000). AID 624171; note: potency is the fitted concentration of half-maximal effect; % of control where 0% means no effect; nearly all actives have a fitted effect of over 65% in size
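AREc32 cells carrying an ARE-driven firefly luciferase, 1000 cells/well in OPTI-MEM with 5% FBS, dosed after overnight attachment and incubated 24 hr at 37 deg C. Steady-Glo luminescence read after 30 min at RT.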
MmCpn inh – blocks the Methanococcus maripaludis chaperonin Mm-Cpn. purified Mm-Cpn ATPase, ADP Transcreener TR-FRET. Potency, µM (series often up to 76.9 µM), without a hit: top-dose activity, negative = inhibition, actives largely listed as inhibitors. actives 0.031% (n = 330,000). AID 504842; note: potency is the fitted concentration of half-maximal effect; % is set by controls: 0 for no effect and ±100 for the full control effect; nearly all actives have a fitted effect of over 80% in size
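ATPase read-out: TR-FRET ADP immunoassay (anti-ADP Eu cryptate vs ADP-d2), ex 320 nm, em 590/665 nm; signal drops as ADP forms. Enzyme 25 nM, ATP 10 uM, 30 min at 37°C after 10 min compound preincubation.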
EPAC2 antagonist – blocks human EPAC2 exchange factor; Potency, µM (highest dose often 114 µM), for the others: at the top dose activity, negative = inhibition, hits mostly inhibitors; EPAC2 GEF exchange of Rap1B-BODIPY-GDP, fluorescence; actives 0.18% (n = 360,000); note: potency is the fitted concentration of half-maximal effect; % is set by controls: 0 for no effect and ±100 for the full control effect; nearly all actives have a fitted effect of over 45% in size; many of its hits are not listed in these tables
Target sequence (Q8WZA2 whole entry, looked up): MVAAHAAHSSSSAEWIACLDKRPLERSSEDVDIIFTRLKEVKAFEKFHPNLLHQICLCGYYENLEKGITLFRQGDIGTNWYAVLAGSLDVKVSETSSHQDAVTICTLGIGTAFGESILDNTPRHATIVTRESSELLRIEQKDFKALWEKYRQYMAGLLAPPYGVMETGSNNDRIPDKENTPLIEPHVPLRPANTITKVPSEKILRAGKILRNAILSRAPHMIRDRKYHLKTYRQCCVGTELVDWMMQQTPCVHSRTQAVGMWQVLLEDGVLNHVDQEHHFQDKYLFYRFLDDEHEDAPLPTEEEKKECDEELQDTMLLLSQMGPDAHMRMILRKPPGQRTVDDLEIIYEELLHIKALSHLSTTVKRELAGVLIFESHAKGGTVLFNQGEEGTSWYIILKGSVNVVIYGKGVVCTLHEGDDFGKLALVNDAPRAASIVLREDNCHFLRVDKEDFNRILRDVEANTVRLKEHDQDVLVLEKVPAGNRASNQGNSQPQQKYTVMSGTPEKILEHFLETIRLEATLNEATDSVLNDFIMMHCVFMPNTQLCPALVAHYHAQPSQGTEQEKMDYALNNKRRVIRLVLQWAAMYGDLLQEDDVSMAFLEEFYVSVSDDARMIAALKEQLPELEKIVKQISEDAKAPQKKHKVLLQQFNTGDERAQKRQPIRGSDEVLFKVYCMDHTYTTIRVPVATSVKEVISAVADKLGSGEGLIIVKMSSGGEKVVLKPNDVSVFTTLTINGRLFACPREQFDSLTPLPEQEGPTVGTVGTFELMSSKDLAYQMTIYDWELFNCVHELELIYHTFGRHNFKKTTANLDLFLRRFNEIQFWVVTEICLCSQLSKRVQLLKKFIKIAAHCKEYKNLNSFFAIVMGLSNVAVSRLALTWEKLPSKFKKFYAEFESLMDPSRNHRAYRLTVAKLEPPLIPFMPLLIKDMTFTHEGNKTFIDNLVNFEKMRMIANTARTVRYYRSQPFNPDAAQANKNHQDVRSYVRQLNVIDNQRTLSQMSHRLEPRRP
EPAC2 ag – agonists of human EPAC2 (RAPGEF4); Q8WZA2; EPAC2 activation, biochemical qHTS; response scale: 100% = 6.5 mM cAMP response; Potency, µM (doses to about 154 µM), for the others: at the top dose activation, most hits filed as activators; actives 0.079% (n = 360,000); AID 720711; note: potency is the fitted concentration of half-maximal effect; nearly all actives have a fitted effect of over 50% in size
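In this primary screen, activation is scored as increased exchange of BODIPY-GDP from Rap1B by 100 nM EPAC2, with 50 uM GDP as competitor. Signal is normalized to the 6.5 mM cAMP agonist control.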
Numbers without * were called inactive; i = inactive; ? = inconclusive; . = no result given; & = joins results of further samples; [ ] = another dose, or the depositor's remark. Unless noted, calls come from the whole dose curve; as a rule, active = well fitted curve in the direction sought with a large enough effect; inconclusive = small, poorly fitted or top-dose-only effect, or another doubt; inactive = no such curve, though single readings can be large; an effect the other way counts as inactive or inconclusive. An excerpt, so the mix of outcomes need not match the whole.

Every second line gives: A549 tox	Nrf2 inh	Akt phos inh	CCT modulator	TGFb inhibitor	Nrf2 ARE act	MmCpn inh	EPAC2 antagonist	EPAC2 ag
- CC1(C)C(=O)OC(c2cccn2-c2ccc([N+](=O)[O-])cc2)C(C)(C)C1=O (stereo not given)
 : 4%	-4%	i	-2.2	-3%	0.1%	-2%	8%	-9%
- Cc1cccc2nc(COc3ccc4ccccc4c3Br)cn12
 : -3%	?	i	3.1	0%	?	-7%	1%	-4%
- COc1ccc(COC(=O)c2ccc(Cl)c(S(=O)(=O)N3CC(C)OC(C)C3)c2)cc1 (stereo not given)
 : -1%	-5%	i	1.3	-7%	0.1%	-2%	-6%	4%
- Cc1ccc(C(=O)Nc2sc(C)c(C)c2C(=O)c2ccccc2)cc1
 : 9%	-20%	i	-2.9	-6%	-0.1%	-2%	-2%	11%
- Nc1ccc2c3c(cccc13)CC2
 : -20%	-11%	i	0.1	0%	0.6%	-3%	8%	0%
- Cc1ccccc1C(=O)N1c2ccccc2OCC1C(C)(C)C (stereo not given)
 : 0%	?	i	-1.4	-3%	-0.2%	2%	?	9%
- CCn1c(SCc2nc3ccccc3[nH]2)nnc1-c1cnccn1
 : 1%	13%	i	2.1	4%	2.4%	-2%	1%	6%
- CC(=O)O[C@@H]1[C@@]2(C)O[C@H]2CC[C@]23O[C@H]2[C@H](OC3=O)C2=C(C)C(=O)O[C@@]21O
 : 8%	12%	i	1.0	-21%	5.5%	0%	8%	2%
- COc1ccc(CNC(=O)C(C)OC(=O)CN2C(=O)COc3ccccc32)cc1 (stereo not given)
 : 4%	0%	i	-1.9	-3%	0.1%	0%	0%	9%
- Cc1cc(NC(=O)CCC(=O)N(Cc2ccco2)C(C)(C)C(=O)NC2CCCCC2)no1
 : -12%	-2%	i	-4.6	2%	0.0%	3%	-1%	4%
- O=C(COc1ccc(Cl)cc1)Nc1cnn(Cc2c(Cl)cccc2Cl)c1
 : 12%	.	i	-0.9	9%	0.2%	1%	1%	7%
- COc1ccc(C(=O)Nc2ccccc2N2CCN(C(=O)C(C)C)CC2)cc1Cl
 : -12%	-16%	i	-0.8	-8%	2.0%	0%	-8%	-2%
- CC(C)(C)c1ccc(Cn2nnc3c(=O)[nH]c(C4CCN(C(=O)Cc5cccs5)CC4)nc32)cc1
 : ?	?	i	0.7	?	0.1%	1%	?	-7%
- Cc1nn(-c2ccccc2)c2c1N(CCCC(=O)NCc1ccccc1)C(=O)CS2
 : -11%	?	.	.	?	0.6%	.	.	.
- O=S(=O)(NCC(O)COCc1ccco1)c1cccs1 (stereo not given)
 : 11%	25%	i	1.1	-1%	2.4%	0%	21%	4%
- Cc1cc(=O)[nH]c(SCC(=O)N2CCN(C(c3ccccc3)c3ccccc3)CC2)n1
 : 2%	?	i	-2.2	?	0.4%	2%	7%	-4%
- O=C(CCc1ccncc1)NC1CCCc2c1cnn2-c1ccc(F)cc1F (stereo not given)
 : -10%	8.2µM*	i	-5.0	?	-0.5%	0%	11%	0%
- COc1cccc(/C(O)=C2/C(=O)C(=O)N(CCN(C)C)C2c2ccc(Br)cc2)c1 (stereo not given)
 : 5%	-8%	i	-1.6	5%	0.0%	-9%	2%	-1%
- COc1ccc(OC)c(S(=O)(=O)Nc2ccccc2SC)c1
 : -14%	-23%	i	-0.6	-4%	0.1%	-1%	4%	-2%
- Cc1cc(C)c2c(=O)[nH]n(C(C)C)c2n1
 : 8%	6%	i	-0.4	4%	-0.2%	3%	14%	-4%
- Cn1c(Sc2ccc(Cl)cc2)c(C=O)c2ccccc21
 : -1%	-11%	i	-1.6	?	10%	-12%	-2%	13%
- CCCS(=O)(=O)N1CCN(C(=O)CCC2CCCC2)CC1
 : -1%	-3%	i	-2.2	-4%	-0.2%	2%	6%	4%
- Cc1cnc(C(=O)OCc2cc(=O)n3c(C)cccc3n2)cn1
 : -2%	3%	i	0.8	-9%	0.1%	1%	4%	6%
- CC[C@H](C)[C@@H]1NC(=O)c2cc([N+](=O)[O-])cc(I)c2NCC[C@@H](C(N)=O)NC(=O)[C@H](CCCN=C(N)N)NC1=O
 : -19%	1%	i	-1.3	6%	0.2%	-3%	19%	-1%
- CCOc1ccc(NCc2cccn2-c2nnc(N3CCC(C(=O)NCCCN4CCCCC4)CC3)s2)cc1
 : 2%	22%	i	1.2	3%	-0.6%	-3%	-4%	15%
- CN(C)N(C(=O)c1cc(-c2cccs2)nn1-c1ccccc1)C1CCS(=O)(=O)C1 (stereo not given)
 : 1%	-25%	i	-0.9	-3%	-1.0%	-7%	2%	9%
- CC(C(=O)NCc1ccccc1)N(Cc1ccccc1Cl)C(=O)c1snc(C(N)=O)c1N (stereo not given)
 : 3%	-13%	i	0.2	-6%	1.5%	-2%	-10%	12%
- Cc1ccc(NC(=O)C2C3C=CC4(O3)C2C(=O)N(CCCN2CCCC2)C4C(=O)NC2CCCCC2)cc1Cl (stereo not given)
 : -4%	-9%	i	-0.9	-5%	2.0%	1%	6%	7%
- CCc1cccc(C)c1NC(=S)N(CCCN1CCN(C)CC1)Cc1cccs1
 : 1%	5%	i	-1.3	0%	2.1%	3%	-7%	11%
- COC(=O)C1CCN(C(=O)c2cc3c(=O)n4cccc(C)c4nc3n2Cc2ccccc2)CC1
 : 1%	28%	i	-2.4	29%	-0.3%	-9%	13%	0%
- O=S(=O)(c1ccc(Br)cc1)c1nnn2c1nc(NCc1ccc3c(c1)OCO3)c1sccc12
 : 0%	?	.	.	35%[activator]	0.6%	.	.	.
- CC(C)(C)C1CCc2sc(C(=O)NNC(=O)CCl)cc2C1 (stereo not given)
 : 1%	24%	i	-0.6	-28%	?	-1%	-29%	-3%
- Cc1nn(C)c(C(=O)N/N=C/c2ccc(-c3ccccc3)cc2)c1Cl
 : 0%	-17%	i	-0.4	?	-0.2%	1%	0%	-8%
- CC(C)(CN=C1NS(=O)(=O)c2ccccc21)CNC(=O)c1ccccc1
 : -1%	-28%	i	-1.4	5%	0.3%	0%	-8%	5%
- COc1ccc(-c2cn(Cc3cccc(OC)c3)nn2)cc1
 : -2%	8%	i	-0.5	7%&-20%	0.0%	1%	-4%	5%
- CCOc1cc(C(=O)NCc2ccc3c(c2)CCN3C(=O)CC)cc(OCC)c1OCC
 : 7%	-17%	.	.	?	0.0%	.	.	.
- CN(C(=O)c1cccc(Br)c1)C1CCS(=O)(=O)C1 (stereo not given)
 : -8%	-10%	i	4.0	0%	-0.2%	0%	2%	7%
- COc1ccc(OC)c(S(=O)(=O)N2CCC(C(=O)NCc3ccccc3)CC2)c1
 : -4%	13%	i	2.4	-1%	-0.5%	1%	0%	-7%
- C1CCN(c2nc3nonc3nc2N2CCCC2)C1
 : 1%	16%	i	-2.0	-1%	-0.3%	1%	10%	6%
- Cc1ccc(Cn2c(CN3CC(C)OC(C)C3)nc3c2c(=O)n(C)c(=O)n3C)cc1 (stereo not given)
 : ?	-9%	i	-1.0	-2%	2.3%	0%	-3%	3%
- CC1CCCCC1NC(=O)CCS(=O)(=O)c1cccc2nonc12 (stereo not given)
 : -6%	4%	-123%*	-1.7	1%	0.2%	2%	1%	2%
- CN1CCN(c2nc(Nc3ccc(F)cc3)nc(Nc3ccc(F)cc3)n2)CC1
 : 10%	-11%	i	-5.6	?	6.9%	2%	1%	18%
- CCN(c1ccccc1)S(=O)(=O)c1c(-c2ccc(C)cc2)csc1C(=O)OC
 : 3%	?	.	.	?	4.6%	.	.	.
- N#CC1=C(N)OC2=C(C(=O)CC(c3ccco3)C2)C1c1ccc(OCc2c(F)cccc2Cl)cc1 (stereo not given)
 : -12%	?	-112%*	2.2	?	21%	-12%	-1%	6%
- CCOC(=O)c1cnn(-c2ccccc2)c1-n1cccc1C(=O)C(=O)N(C)C
 : -2%	-3%	i	0.3	0%	-0.5%	3%	17%	-3%
- NC(=O)N/N=C/c1ccc(-c2ccc(S(=O)(=O)Nc3ncccn3)cc2)o1
 : 1%	-3%	i	-3.3	14%	-0.8%	1%	2%	9%
- CCOc1ccc2c(c1)C(=O)c1cc(OCC(=O)O)ccc1-2
 : -2%	-19%	i	0.8	-2%	-2.5%	0%	?	-4%
- Cc1nn(CCC(=O)NCc2ccc(Cl)cc2)c(=O)c2nn(-c3ccccc3)c(C)c12
 : 16%	-27%	.	.	-9%	2.6%	.	.	.

For reference, four of the compounds above.
Every second line gives: A549 tox	Nrf2 inh	Akt phos inh	CCT modulator	TGFb inhibitor	Nrf2 ARE act	MmCpn inh	EPAC2 antagonist	EPAC2 ag
- CCOC(=O)c1cnn(-c2ccccc2)c1-n1cccc1C(=O)C(=O)N(C)C
 : -2%	-3%	i	0.3	0%	-0.5%	3%	17%	-3%
- NC(=O)N/N=C/c1ccc(-c2ccc(S(=O)(=O)Nc3ncccn3)cc2)o1
 : 1%	-3%	i	-3.3	14%	-0.8%	1%	2%	9%
- CCOc1ccc2c(c1)C(=O)c1cc(OCC(=O)O)ccc1-2
 : -2%	-19%	i	0.8	-2%	-2.5%	0%	?	-4%
- Cc1nn(CCC(=O)NCc2ccc(Cl)cc2)c(=O)c2nn(-c3ccccc3)c(C)c12
 : 16%	-27%	.	.	-9%	2.6%	.	.	.

Assay outcomes from PubChem BioAssay.
